Fh CTSL1 inh – counter-screen for PFM18AAP inhibitors: inhibitors of F. hepatica cathepsin L1; recombinant F. hepatica cathepsin L1, Z-Leu-Arg-MCA fluorescence; inhibition, % at 5.96 µM; 0.49% of 300,000 active; AID 1906;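 active means inhibition above the mean of all tested compounds plus 3 SD, set per screening campaign, cut at about 17% in these data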;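 further: 0% = plate median of test compound wells and 100% = 1 µM Z-Phe-Ala-diazomethylketone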
GASC-1 inh – inhibitors of human GASC-1 (JMJD2C) demethylase. AID 2099. GST-JMJD2C(1-420) H3K9me3 demethylation, DELFIA europium. 0.069% of 330,000 active. inhibition, % at 2.35 µM. Q9H3R0;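 active means more than half of a compound's replicate wells show inhibition beyond 50%, single wells judged on their own value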;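 further: signal counts dimethyl H3K9 product captured on neutravidin plate; 0% = median of DMSO wells and 100% = 0.3 times that DMSO median; strong numbers were not always called active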
PP5 primary – blocks human protein phosphatase 5 activity; P53041; purified PP5c, OMFP substrate fluorescence; inhibition, % at 6.7 µM; 0.18% of 320,000 active;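 active means inhibition above the campaign's mean inhibition across all tested compounds plus 3 SD, cut at about 9.5% in these data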;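 further: 0% = DMSO only and 100% = 100 µM cantharidin control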
VLA-4 inh – inhibition in a human VLA-4 binding assay | P13612 | VLA-4 expressing cells, ligand binding flow cytometry | inhibition, % (about 7 µM as worked out from the volumes in the protocol) | 0.2% of 330,000 active; in the data active means inhibition above about 50%
Target sequence (P13612 whole entry, looked up): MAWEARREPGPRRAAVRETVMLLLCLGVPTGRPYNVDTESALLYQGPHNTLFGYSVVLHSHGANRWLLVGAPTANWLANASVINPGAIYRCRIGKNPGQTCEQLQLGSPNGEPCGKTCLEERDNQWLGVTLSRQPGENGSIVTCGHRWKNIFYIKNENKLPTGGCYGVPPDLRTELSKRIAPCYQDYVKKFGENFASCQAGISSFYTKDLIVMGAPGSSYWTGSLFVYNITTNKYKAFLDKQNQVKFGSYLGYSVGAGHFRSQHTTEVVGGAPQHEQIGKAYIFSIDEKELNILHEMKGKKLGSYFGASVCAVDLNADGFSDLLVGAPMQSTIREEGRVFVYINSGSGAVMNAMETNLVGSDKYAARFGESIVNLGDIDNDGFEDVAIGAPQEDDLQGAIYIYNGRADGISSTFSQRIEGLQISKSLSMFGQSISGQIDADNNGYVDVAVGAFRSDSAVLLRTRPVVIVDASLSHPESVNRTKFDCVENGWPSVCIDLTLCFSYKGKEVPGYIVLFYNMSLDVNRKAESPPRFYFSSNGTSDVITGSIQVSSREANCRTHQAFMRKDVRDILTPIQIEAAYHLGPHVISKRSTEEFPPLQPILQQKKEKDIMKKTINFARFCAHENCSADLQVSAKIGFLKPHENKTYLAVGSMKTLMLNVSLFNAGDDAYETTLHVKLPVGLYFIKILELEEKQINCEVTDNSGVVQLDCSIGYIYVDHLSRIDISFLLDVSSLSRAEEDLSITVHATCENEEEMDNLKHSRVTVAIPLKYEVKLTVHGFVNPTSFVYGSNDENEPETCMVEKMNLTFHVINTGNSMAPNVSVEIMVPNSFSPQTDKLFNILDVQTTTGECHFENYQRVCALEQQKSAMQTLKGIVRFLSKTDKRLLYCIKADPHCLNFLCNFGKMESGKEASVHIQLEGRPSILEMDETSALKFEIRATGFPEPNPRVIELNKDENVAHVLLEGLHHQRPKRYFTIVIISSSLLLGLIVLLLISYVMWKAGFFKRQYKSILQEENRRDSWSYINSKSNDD
procasp7 counter – counter-screen for procaspase-3 activators: activators of human procaspase-7; recombinant procaspase-7, Ac-DEVD-pNA absorbance 405 nm; D23A/D198A/D206A triple mutant, cannot self-cleave; scale: DMSO 0, 5 µM enzyme 100; activation, % at 8.5 µM; 0.093% of 330,000 active; AID 463210;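 active means percent activation above the screen-wide mean plus 3 SD, cut at about 25% in these data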
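Assay system – Uncleavable procaspase-7 mutant enzyme · Quantity – 2 µM procaspase-7 mutant as dispensed · Times – 1 h preincubation, 2 h reaction · Dosing – single nominal 8.5 µM compound dose, 0.8% DMSO final · Buffer or medium – Zinc-free 50 mM HEPES buffer, pH 7.4, with NaCl and Triton X-100 · Detection – Epi-absorbance of released pNA at 405 nm, two timepoints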
GRK2 aptamer HTS – blocks RNA aptamer binding to human GRK2; bead flow cytometry, FAM-aptamer displacement from GRK2; inhibition of aptamer binding, % at 10 µM; 0.59% of 330,000 active;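 active means inhibition of aptamer binding above 40%, roughly 3 SD of noise, on plates passing a quality check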;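 further: median bead fluorescence of bound FAM aptamer so fluorescent compounds give negative values; no value below 0 was filed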
proCasp3 act – activators of human procaspase-3; P42574; recombinant procaspase-3 D3A, Ac-DEVD-pNA absorbance 405 nm; activation, % at 8.5 µM; 0.11% of 330,000 active; AID 463141;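 active means activation above the mean of all tested compounds plus 3 SD, cut at about 21% in these data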;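 further: 0% = DMSO alone and 100% = DMSO wells spiked with extra 5 µM PC-3 D3A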
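Evaluation: percent activation relative to control range; Material: Procaspase-3 D3A mutant, all three cleavage aspartates alanine; Compound: single dose, 8.5 µM nominal compound, 0.8% DMSO; Replication: one well per compound; Signal: absorbance at 405 nm, 0 and 120 min; Schedule: 1 h preincubation plus 2 h reaction at 25 °C.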
HCV core dimer – HCV core protein dimerization inhibition. TR-FRET GST/Flag-core106 dimerization, 1536-well. inhibition, % at 5 µM. 0.33% of 300,000 active;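 active means inhibition above the mean of all tested compounds plus 3 SD, set per screening campaign, cut at about 45% in these data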
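Material: GST/Flag-tagged HCV core106 proteins. Incubation: 4 h, 22.5 °C incubation. Read-out basis: inhibition (%) from 671 over 617 nm ratio. Measured by: TR-FRET, excitation 340 nm, emission 617 and 671 nm.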
PP1 inh – counter-screen for PP5 inhibitors: inhibitors of human PP1-alpha; purified PP1alpha, OMFP fluorescence; P62136; AID 2235; inhibition, % at 6.7 µM; 0.9% of 320,000 active;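 active means inhibition above the mean inhibition of all tested compounds plus 3 SD, computed separately for each screening campaign, cut at about 15% in these data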
* = called active by the depositor; / = not tested or not shown; & = joins results of further samples. Rows were taken by chance; 2.6% or so of the library scored in one or more.

SMILES	Fh CTSL1 inh	GASC-1 inh	PP5 primary	VLA-4 inh	procasp7 counter	GRK2 aptamer HTS	proCasp3 act	HCV core dimer	PP1 inh
OC(CNCc1ccccc1Cl)COc1ccc(F)cc1 (stereo not given)	-1	8	-0.5	1	-1	2	10	3	-4
CC(=O)c1cccc(CN2CCN(CC=C(C)C)C(CCO)C2)c1 (stereo not given)	-1	-11	0.2	/	0	1	-1	-3	-7
CN(C)c1oc(/C=C/c2cccs2)nc1S(=O)(=O)c1ccccc1	2	-3	-0.1	18	-21	33	-14	-3	1
Cc1cccc(NC(=O)CN2C(=O)C(C)Oc3ccccc32)n1 (stereo not given)	-6	-7	-2.3	0	-3	0	-11	0	1
CCOC(=O)c1c2c(n(C)c1C)C(=O)C(=O)c1ccc(Br)cc1-2	66*	0	2.1	-4	-9	0	3	19	5
Cc1cc(NC(=O)CN2CCC(n3nnc4cc(C(F)(F)F)ccc43)CC2)no1	-5	-3	2.0	34	-3	0	0	-11	4
O=C(O)c1ccccc1-c1ccccc1C(=O)Nc1cccc(O)c1	-3	8	1.3	18	-9	0	0	-1	0
O=C(COC(=O)c1nn(CCO)c(=O)c2ccccc12)Nc1ccc(Cl)c(Cl)c1	/	-4	/	6	9	5	5	/	/
N#Cc1nc(-c2ccco2)oc1N1CCc2ccccc2C1	0	8	3.0	4	6	0	2	31	2
COc1ccc(N2C(=O)CC(Nc3cccc([N+](=O)[O-])c3)C2=O)cc1 (stereo not given)	1	9	2.7	0	4	1	-11	-2	1
Cc1cccc(C)c1OCCSc1n[nH]c(N)n1	0	3	-1.1	22	-5	1	1	-10	0
O=C(O)CCC(=O)NNC(=O)CCCOc1ccc(Cl)cc1Cl	-1	-3	-1.3	-15	4	0	2	-2	-2
CC(NC(=O)c1cccc(S(=O)(=O)N2CCN(Cc3ccccc3)CC2)c1)c1ccc(Br)cc1 (stereo not given)	-2	-2	4.1	-3	0	2	7	10	4
COc1ccc(S(=O)(=O)N(C)c2ccc(C(=O)NCc3ccncc3)cc2)cc1	2	9	-0.4	7	6	0	-4	6	0
CCN(CC(=O)Nc1cc(Cl)ccc1C)c1ncnc2sc(C)c(C)c12	1	5	3.1	32	-3	4	9	0	-1
CCn1ccnc1CN(C)Cc1cn[nH]c1-c1ccc(OC)c(F)c1	1	-10	0.0	6	0	2	-6	-8	0
O=C(Nc1ccc2c(c1)OCO2)c1nn(-c2ccccc2)c(=O)c2ccccc12	-2	-8	1.9	-12	2	0	6	3	4
CC(=O)C1=C(O)C(=O)N(CCc2c[nH]c3ccccc23)C1c1ccc(O)cc1 (stereo not given)	4	-7	1.5	3	-5	3	-7	-3	5
O=C(CC12CC3CC(CC(C3)C1)C2)N/N=C/c1ccc([N+](=O)[O-])o1	1	-25	4.0	-7	1	0	8	-4	1
NC(CO)(CO)COCc1ccccc1	-5	0	-0.9	-1	-5	1	5	-1	1
CC(=O)Nc1ccc(OC(=O)N2CCCC2)cc1	-1	8	1.6	18	5	0	-1	-1	1
O=S(=O)(c1ccccc1)c1nc(-c2ccccc2Cl)oc1NCCCN1CCOCC1	/	3	/	16	8	0	1	/	/
Cc1ccccc1NC(=O)CCN1CCN(CCO)CC1	3	7	2.2	7	0	0	-6	-2	-4
C#CCNC(=O)C1=C[C@@H](c2ccc(Br)cc2)C[C@@H](OCc2ccc(CO)cc2)O1	3	-4	4.7	41	1	3	-6	13	-2
CCN(CC)c1ccc(C=Nc2ccccc2)c(O)c1	2	6	0.7	-2	5	4	0	11	-1
O=C(O)CSCC(=O)N1CCCN(c2nc3ccc(Cl)cc3s2)CC1	-1	0	0.3	-1	7	0	7	1	-1
Cc1ccc(C)c(Cn2cnc3c(cnn3C(C)(C)C)c2=O)c1	7	-2	1.3	1	8	0	-8	5	3
CCC(C)NC(=O)c1cc(OC)c(OC)c(OC)c1 (stereo not given)	-6	7	1.8	18	5	2	0	-6	-4
Cc1cc(C)c2nc(N3C(=O)C(O)=C(C(=O)c4ccco4)C3c3ccco3)sc2c1 (stereo not given)	1	-5	2.9	-13	-7	4	-2	12	32*
OCCn1c(SCCOc2ccccc2F)nc2ccccc21	1	-2&-17	-6.4	16	-11	0	-13	7	-5
CC(C)Oc1ccc(CNC(=O)Cn2c(=O)oc3ccccc32)cc1	-2	-10	1.6	20	13	22	-4	-4	4
COC(=O)c1nc2ccccc2s1	9	8	-2.6	-11	0	1	-1	-8	6
C/C(=N\NC(=O)c1c(Br)c(C)nn1C)c1cccc(NC(=O)c2ccccc2F)c1	4	3	-9.0	-6	-2	0	-2	-12	2
O=C(CSc1nnc2ccccn12)c1ccc2c(c1)OCCO2	0	4	-2.0	33	-1	1	-3	-8	-4
C/C(=N\NC(=O)c1cccc(C)c1)c1ccc(N2CCOCC2)cc1	1	0	1.5	6	10	1	-2	-9	2
COc1cc(CCC(=O)OCC(=O)NCC2CCCCC2)cc(OC)c1OC	-8	1	1.6	-2	4	6	12	1	0
O=C(COC(=O)CCC(=O)c1cccs1)Nc1ncc(Cl)cc1Cl	-47	5	-0.7	5	8	1	5	-6	-1
COC(=O)C1=CN(C)C=C(C(=O)OC)C1c1ccccc1Cl	1	-11	3.4	13	-2	2	-2	4	-2
Cc1cc(C2=NNC(=NCCc3ccccc3)SC2)c(C)n1-c1c(C)n(C)n(-c2ccccc2)c1=O	3	-3	0.4	0	-2	2	-15	32	19*
COc1cccc(C(=O)Nc2ccc(F)cc2F)c1	-2	7	1.7	-5	1	2	-3	-6	4
O=C(O)Cc1ccc(C(=O)CSc2ccccc2)s1	11	-15	1.4	12	-3	0	1	6	-3
COc1cc(C2C3C(=O)N(c4ccc(F)cc4)C(=O)C3ON2c2ccccc2)ccc1O (stereo not given)	0	-3	-3.4	-11	-5	0	-10	1	-2
O=C(COc1ccc2ccccc2c1)N1CCN(C(=O)c2cccnc2)CC1	3	13	-0.2	0	2	1	-7	-2	-4
COc1ccc2c(c1)CCC1C2=NN(/C(C)=C\C(C)=O)C1c1ccc(F)cc1 (stereo not given)	-1	-18	2.7	-11	-21	0	-5	16	-4
Cc1ccc(NC(=O)/C(C#N)=C(\N)C(Cl)(Cl)Cl)nc1	1	0	-1.2	16	-6	8	-6	3	-5
CCc1ccc(OCC(=O)NNC(=O)CNC(=O)c2ccc(Br)o2)cc1	/	-25	-0.9	1	19	3	10	/	-6
O=C(CSC(=S)N1CCCCC1)c1c(F)cccc1F	3	3	0.8	-1	-29	0	-9	5	-2
C=CCN1C(=O)c2ccc(C(=O)OCC(=O)Nc3ccccc3OC)cc2C1=O	/	0	-0.5	-5	9	0	-6	/	2
O=C(Nc1nnc(SCc2cccc(F)c2)s1)c1ccco1	6	-3	-1.2	-1	12	0	0	-12	-3
Cc1ccc(Nc2cc(C)nc3c(C)ccc([N+](=O)[O-])c23)cc1	5	-1	6.0	-2	7	1	2	-3	1
Cc1ccc2nc(SCC(=O)N3CC(C)OC(C)C3)nc(=O)n2c1 (stereo not given)	2	-4	-1.9	11	-1	1	4	0	-4
CCOCCCNC(=S)N(CCN(C)C)Cc1cc2cc3c(cc2[nH]c1=O)OCCO3	-4	-6	1.6	7	-5	0	-6	-13	-2
Cc1ccc(-c2n[nH]c(=S)n2/N=C/c2c(C)nn(-c3ccccc3)c2C)cc1	1	-8	0.6	-3	-2	0	15	13	-1
Cc1cc(C)cc(N(CC(=O)NC(C)(C)C)C(=O)CCC(=O)Nc2ccccn2)c1	-2	8	2.4	-1	7	0	-1	-1	-3
O=C(Nc1cccc(-c2nnc(-c3ccccc3)o2)c1)C1CCCO1 (stereo not given)	-2	31	-0.2	-1	-1	3	-6	-6	-2
Cc1cc(=O)n(CCC(=O)O)c2ccccc12	-4	-5	0.1	-17	2	0	-3	2	-2
NC1=NC[C@@H](Cc2ccc(O)cc2)N1CCc1cc(C(F)(F)F)cc(C(F)(F)F)c1	7	-12	1.0	0	1	0	5	-13	3
COc1ccc(C(CNC(=O)c2ccc(-c3nc4ccccc4s3)o2)N2CCCC2)cc1 (stereo not given)	/	2	1.1	-7	0	0	-3	/	1
Cc1cc(C)c2cc(CN(Cc3cccnc3)C(=O)c3ccc(F)cc3)c(Cl)nc2c1	-2	1	1.6	12	7	1	-2	3	0
CC(NC(=O)CCc1nnc(CCCc2ccccc2)o1)c1ccccc1 (stereo not given)	2	-4	0.0	-4	0	2	2	-4	-5

In another format: entries from further up.
SMILES,Fh CTSL1 inh,GASC-1 inh,PP5 primary,VLA-4 inh,procasp7 counter,GRK2 aptamer HTS,proCasp3 act,HCV core dimer,PP1 inh
O=C(Nc1nnc(SCc2cccc(F)c2)s1)c1ccco1,6,-3,-1.2,-1,12,0,0,-12,-3
NC1=NC[C@@H](Cc2ccc(O)cc2)N1CCc1cc(C(F)(F)F)cc(C(F)(F)F)c1,7,-12,1.0,0,1,0,5,-13,3

Other structures follow:
SMILES	Fh CTSL1 inh	GASC-1 inh	PP5 primary	VLA-4 inh	procasp7 counter	GRK2 aptamer HTS	proCasp3 act	HCV core dimer	PP1 inh
Cc1cc(C)cc(NC(=O)C(=S)NCc2ccccc2)c1	0	-26	2.7	1	4	1	3	3	1
O=C(CCC(=O)c1cccs1)NCc1cccnc1	2	-3	1.3	11	-10	0	-1	1	-1
COC(=O)c1cccc2c1NC(=O)C2=O	17*	6	-0.2	-6	0	71*	-2	-7	-4
Cc1ccc(NC(=O)CCCCCN2C(=O)[C@@H]3Cc4ccccc4CN3C2=O)c(C)c1	2	7	2.9	22	1	0	-6	3	-2
C=CCC1(CC=C)CCCN1C(=O)CC1C(=O)NCCN1Cc1cccc(OC)c1 (stereo not given)	6	6	0.0	-3	-5	1	-1	4	0
Cc1ccc(-n2ncc(C(=O)Nc3cc(Cl)ccc3C)c2C2CCNCC2)cc1C	2	5	0.2	0	3	3	1	1	0
Cc1nc2c(C)cccc2cc1C(=O)N/N=C/c1cccnc1	0	0	1.8	6	-10	0	6	-1	2
O=C(NC12CC3CC(CC(C3)C1)C2)C1CC(=O)N(c2ccc(Br)cc2)C1 (stereo not given)	1	-1	1.4	-4	2	2	4	5	0

3 entries already listed, sorted by count of non-hydrogen atoms, descending:
SMILES	Fh CTSL1 inh	GASC-1 inh	PP5 primary	VLA-4 inh	procasp7 counter	GRK2 aptamer HTS	proCasp3 act	HCV core dimer	PP1 inh
CC(=O)C1=C(O)C(=O)N(CCc2c[nH]c3ccccc23)C1c1ccc(O)cc1 (stereo not given)	4	-7	1.5	3	-5	3	-7	-3	5
Cc1ccc(C)c(Cn2cnc3c(cnn3C(C)(C)C)c2=O)c1	7	-2	1.3	1	8	0	-8	5	3
COC(=O)c1cccc2c1NC(=O)C2=O	17*	6	-0.2	-6	0	71*	-2	-7	-4

As entered above.
In GRK2 aptamer HTS, Cc1nc2c(C)cccc2cc1C(=O)N/N=C/c1cccnc1 is entered as 0
In proCasp3 act, C=CCC1(CC=C)CCCN1C(=O)CC1C(=O)NCCN1Cc1cccc(OC)c1 (stereo not given) is entered as -1
In GRK2 aptamer HTS, Cc1ccc(-n2ncc(C(=O)Nc3cc(Cl)ccc3C)c2C2CCNCC2)cc1C is entered as 3

High-throughput results as filed in PubChem BioAssay.
